# HIV fusion peptide: inhibitors of HIV fusion peptide binding, primary screen, biochemical, uHTS, fluorescence dequenching (AID 1986); cell-free peptide binding, fluorescence dequenching, 30 min; higher % means a stronger effect; inhibition, % at 20 µM, or IC50 in µM where a hit was titrated; hit rate 0.3% among 290,000; in the data active means inhibition mostly above about 52%, no sharp cut-off; inactive means mostly below about 76%; further: some results filed as inactive read as strong as hits
# SIAH1 antagonists: Siah-1 peptide-binding antagonists, primary screen, biochemical, fluorescence polarization, rhodamine-plectin, uHTS (AID 1817). Siah-1 / rhodamine-plectin peptide fluorescence polarization; higher % means a stronger effect. displacement, % at 20 µM, or IC50 in µM where a hit was titrated. hit rate 0.02% among 290,000. E3 ubiquitin-protein ligase SIAH1 (Homo sapiens);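 active means displacement of at least 50% at 20 µM, with a fluorescence ratio check between 0.3 and a set limit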;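 further: plate controls were Siah plus tracer with DMSO for no effect and tracer alone without Siah for full effect; strong numbers were not always called active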
# KOR beta-arrestin-1: KOR agonists, beta-arrestin recruitment, primary screen, cell-based, luminescence, uHTS (AID 1777) | activation, % at 10 µM; hits with a dose series show EC50 in µM | KOR beta-arrestin recruitment, luminescence; higher % means a stronger effect | Kappa-type opioid receptor (Homo sapiens) | hit rate 0.02% among 280,000; in the data active means activation above about 50%, passing the limit was not always enough; further: a part of the inactive calls stands beside numbers as strong as those of hits
# KOR beta-arrestin-2: KOR antagonists, beta-arrestin recruitment, cell-based, luminescence, uHTS (AID 1778). hit rate 0.091% among 290,000. inhibition, % at 10 µM, or IC50 in µM where a hit was titrated. KOR beta-arrestin recruitment, luminescence, antagonist mode; higher % means a stronger effect; further: strong numbers were not always called active
# LYP phosphatase: inhibitors of LYP phosphatase, biochemical, fluorescence intensity, uHTS (AID 1779); inhibition, % at 11.5 µM, or IC50 in µM where a hit was titrated; Tyrosine-protein phosphatase non-receptor type 22 (Homo sapiens); hit rate 0.054% among 290,000; recombinant LYP phosphatase, fluorescence intensity; higher % means a stronger effect;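 further: plate controls were vehicle with enzyme for no effect and no enzyme for full effect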
# Myeloid diff 2: induction of myeloid progenitor differentiation, primary screen, cell-based, flow cytometry, MLPCN library. AID 624256, 2012. hit rate 1% among 360,000. calls only at 10 µM. ER-HoxA9 myeloid progenitors, lysozyme-GFP differentiation;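 active means normalized GFP-positive differentiation at or above the plate's own cutoff, the solvent-only control mean plus 3 SD; inconclusive means no clear call, values can overlap the other calls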;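 further: cells exposed to compound for four days before flow analysis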
# NOD1 inhibition: NOD1 signaling inhibitors, primary screen, cell-based, luminescence, uHTS (AID 1578). NOD1-driven NF-kB luciferase reporter cells, luminescence; higher % means a stronger effect. one-dose inhibition, % at 4 µM; EC50 in µM for titrated hits. hit rate 1% among 290,000; in the data active means inhibition mostly above about 36%, no sharp cut-off; inactive means mostly below about 34%;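 further: HEK-293T reporter cells stimulated with the NOD1 agonist gamma-tri-DAP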
# NOD2 inhibition: NOD2 signaling inhibitors, cell-based, luminescence, uHTS, HEK293 (AID 1566); HEK293 NOD2/NF-kB luciferase reporter, luminescence; higher % means a stronger effect; hit rate 0.63% among 290,000; inhibition, % at 4 µM, or EC50 in µM where a hit was titrated; further: many of its hits are not listed in these tables
# PhoP inhibition: inhibitors of PhoP regulon expression, primary screen, Salmonella Typhimurium, GFP reporter (AID 1863); hit rate 0.16% among 300,000; inhibition, % at 50 µM, or IC50 in µM where a hit was titrated; S. Typhimurium PhoP-regulated promoter GFP reporter, 4 h; higher % means a stronger effect;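 active means inhibition over 29.93%, a cutoff 3 SD above the screen mean, later confirmed by dose response; inconclusive means inhibition over 29.93% but no dose response follow-up; inactive means inhibition at most 29.93% or unconfirmed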;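 further: 0% = low Mg2+ inducing control and 100% = high Mg2+ repressing control; strong numbers were not always called active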
# Myeloid diff 2 GFP+ MAC1+ %: further read-out of Myeloid diff 2, marked with its call; GFP+ MAC1+ double positive, %; measured here: differentiation confirmed by MAC1 staining
# Numbers without * were called inactive; i = inactive; ? = inconclusive; . = not tested or not shown; + = active, no number; [ ] = remark or other dose. Unless noted, no stated cut-off is given here; in the data, active means inhibition above about 50%; inactive means the rest. An excerpt; rates above refer to the full screens.
# The line under a structure holds: HIV fusion peptide	SIAH1 antagonists	KOR beta-arrestin-1	KOR beta-arrestin-2	LYP phosphatase	Myeloid diff 2	Myeloid diff 2 GFP+ MAC1+ %	NOD1 inhibition	NOD2 inhibition	PhoP inhibition
COC(=O)c1cc(C(=O)N2CCc3ccccc32)cc([N+](=O)[O-])c1
→ 2.0%	11%	-6.5%	-26%[20 µM]	-7%	i	0.4	-14%	12%	4%
Nc1c(N(CCO)C(=O)COc2ccc(Cl)cc2)c(=O)[nH]c(=O)n1Cc1ccccc1
→ 0.8%	1%	1.6%	-2%	-6%	i	0.1	-14%	-1%	-9%
CCCCOc1ccc(C(=O)NCC2(c3ccc(OC)cc3)CCOCC2)cc1
→ -0.6%	-5%	1.7%	16%	-3%	i	1.2	-8%	36%	-4%
O=C(Cc1ccc(Cl)cc1)NCc1ccccc1Cl
→ 0.4%	0%	1.2%	-6%	-6%	i	0.6	-16%	-46%	-12%
Cc1[nH]c2ccccc2c1C(=O)C(=O)NCc1ccco1
→ -1.4%	-1%	-4.7%	-4%[20 µM]	-12%	i	0.2	-27%	3%	-7%
COC(=O)C1=C(C)N(Cc2ccccc2)C(=O)N[C@H]1c1ccc(Br)cc1
→ -0.8%	4%	5.5%	25%	1%	i	4.2	0%	18%	2%
O=C1[C@H]2[C@@H](/C=C/c3ccccc3)N3C(=O)CN(Cc4ccccn4)C(=O)[C@@]3(Cc3ccccc3)[C@H]2C(=O)N1c1ccccc1
→ 0.0%	3%	-4.5%	-15%[20 µM]	-18%	i	1.5	-6%	-4%	.
COC(=O)NC1(C(F)(F)F)C(=O)NC(C)=C1C(=O)OC (stereo not drawn)
→ 0.0%	-3%	0.0%	44%	0%	i	1.9	-8%	-3%	10%
CN1C(=O)C2(OCC(COc3ccc(Cl)cc3)O2)c2ccccc21 (stereo not drawn)
→ -2.0%	-3%	1.8%	-4%	2%	i	3.6	-11%	-8%	-2%
CCOCCCNC(=O)CN1C(=O)NC(Cc2c[nH]c3ccccc23)C1=O (stereo not drawn)
→ -0.6%	9%	-2.6%	-3%	-4%	i	0.5	-2%	2%	4%

# Other results follow.
# The line under a structure holds: HIV fusion peptide	SIAH1 antagonists	KOR beta-arrestin-1	KOR beta-arrestin-2	LYP phosphatase	Myeloid diff 2	Myeloid diff 2 GFP+ MAC1+ %	NOD1 inhibition	NOD2 inhibition	PhoP inhibition
O=C(c1ccccc1)N1CCC(O)(c2cccnc2)CC1
→ 0.1%	-1%	5.6%	-18%	-1%	i	0.9	0%	6%	2%
O=C1CCCc2c1cc(C(=O)NCCCN1CCOCC1)c(=O)n2-c1ccc(Cl)cc1
→ 0.8%	-1%	-1.2%	-19%	14%	i	1.7	-9%	10%	9%
Clc1cccc(C2=NOC(c3nnc(-c4ccccc4)o3)C2)c1 (stereo not drawn)
→ -0.6%	12%	-2.9%	19%	-3%	i	2.4	-6%	5%	-2%
CN(CCO)CC(O)CN(c1ccccc1)c1ccccc1 (stereo not drawn)
→ -0.1%	-8%	0.9%	-4%	-16%	i	2.2	4%	0%	-9%
COc1ccc(CN(Cc2ccc(C(=O)O)cc2)C(=S)Nc2cccc(C)c2)cc1OC
→ 2.6%	-2%	-1.2%	-13%	-1%	i	1.4	-22%	-4%	2%
Cc1ccc(N2CN(CCc3ccccc3)CNC2=S)cc1
→ -1.1%	12%	2.8%	18%	-2%	i	1.0	-12%	-8%	-8%
Cc1ccc(CNC(=O)CSc2nnc3c(n2)[nH]c2ccccc23)cc1
→ 1.5%	3%	1.2%	-22%	-5%	i	0.3	-5%	-6%	-14%
CO/N=C(/CNC(=O)c1ccc(F)cc1)c1ccc(Cl)cc1
→ 0.9%	4%	2.7%	10%	-8%	i	1.1	11%	18%	-5%
Cc1ccccc1NC(c1cccc(Cl)c1)c1nnnn1C1CCCCC1 (stereo not drawn)
→ -0.9%	8%	6.0%	12%	-4%	i	0.4	-36%	-1%	1%
Cc1cccc(N2CCN(Cc3nc(C4CC4)no3)CC2)n1
→ -1.3%	3%	0.4%	24%	-6%	i	0.3	-8%	4%	-6%

# 7 successive entries already listed, quoted:
# The line under a structure holds: HIV fusion peptide	SIAH1 antagonists	KOR beta-arrestin-1	KOR beta-arrestin-2	LYP phosphatase	Myeloid diff 2	Myeloid diff 2 GFP+ MAC1+ %	NOD1 inhibition	NOD2 inhibition	PhoP inhibition
CN(CCO)CC(O)CN(c1ccccc1)c1ccccc1 (stereo not drawn)
→ -0.1%	-8%	0.9%	-4%	-16%	i	2.2	4%	0%	-9%
COc1ccc(CN(Cc2ccc(C(=O)O)cc2)C(=S)Nc2cccc(C)c2)cc1OC
→ 2.6%	-2%	-1.2%	-13%	-1%	i	1.4	-22%	-4%	2%
Cc1ccc(N2CN(CCc3ccccc3)CNC2=S)cc1
→ -1.1%	12%	2.8%	18%	-2%	i	1.0	-12%	-8%	-8%
Cc1ccc(CNC(=O)CSc2nnc3c(n2)[nH]c2ccccc23)cc1
→ 1.5%	3%	1.2%	-22%	-5%	i	0.3	-5%	-6%	-14%
CO/N=C(/CNC(=O)c1ccc(F)cc1)c1ccc(Cl)cc1
→ 0.9%	4%	2.7%	10%	-8%	i	1.1	11%	18%	-5%
Cc1ccccc1NC(c1cccc(Cl)c1)c1nnnn1C1CCCCC1 (stereo not drawn)
→ -0.9%	8%	6.0%	12%	-4%	i	0.4	-36%	-1%	1%
Cc1cccc(N2CCN(Cc3nc(C4CC4)no3)CC2)n1
→ -1.3%	3%	0.4%	24%	-6%	i	0.3	-8%	4%	-6%

# Next section:
# The line under a structure holds: HIV fusion peptide	SIAH1 antagonists	KOR beta-arrestin-1	KOR beta-arrestin-2	LYP phosphatase	Myeloid diff 2	Myeloid diff 2 GFP+ MAC1+ %	NOD1 inhibition	NOD2 inhibition	PhoP inhibition
CN(C)CCCN(C(=O)c1cccs1)c1nc(-c2ccccc2)cs1
→ -2.9%	2%	1.4%	-15%	-8%	+	3.5*	-21%	2%	-3%
COc1ccc(N(CC(=O)NCCC2=CCCCC2)S(=O)(=O)c2ccccc2F)cc1
→ -2.6%	-5%	0.8%	23%	-6%	i	0.8	5%	-11%	1%
COc1cc(OC)c(S(=O)(=O)Nc2ccc(C(=O)N3CCCC3)cc2)cc1NC(C)=O
→ -0.1%	-1%	-4.6%	11%	-4%	i	0.0	-52%	-3%	-2%
CCOc1ccccc1/C=C/c1onc(C)c1S(=O)(=O)N1CCC(C(=O)NC)CC1
→ -0.2%	-2%	-2.1%	-23%[20 µM]	-4%	i	1.6	-31%	18%	.
COC(=O)CCCC1=CC2=CC(=O)C(C)(OC(=O)c3cccs3)C(=O)C2=CN1C1CCCC1 (stereo not drawn)
→ -0.2%	24%	1.2%	3%	-15%	i	2.9	8%	7%	5%
O=C(O)c1cc(N2N=C(C(F)(F)F)/C(=C/C=C/c3ccco3)C2=O)ccc1Cl
→ 8.2µM*	19%	3.7%	2%	-1%	i	0.2	-13%	19%	-2%
O=C(OCC#CCSc1nnc(-c2ccccc2)o1)c1cccs1
→ 1.2%	-1%	6.0%	-34%	-1%	i	0.6	-2%	16%	0%
CCC(CO)N=CC1=C(O)C(C(=O)c2ccccc2)CCC1=O (stereo not drawn)
→ -1.6%	-1%	-1.6%	6%	-5%	i	0.8	-2%	13%	1%
CC(=O)Nc1nonc1NC(=O)CSc1ccccn1
→ 0.0%	4%	-2.8%	10%	-6%	i	1.0	3%	4%	7%
CCC(=O)N1CCN(c2ccc(NC(=S)NC(=O)c3ccc(OC)c([N+](=O)[O-])c3)cc2)CC1
→ -2.3%	-2%	-7.2%	-41%[20 µM]	2%	i	0.5	-12%	13%	-3%

# Further entries
# The line under a structure holds: HIV fusion peptide	SIAH1 antagonists	KOR beta-arrestin-1	KOR beta-arrestin-2	LYP phosphatase	Myeloid diff 2	Myeloid diff 2 GFP+ MAC1+ %	NOD1 inhibition	NOD2 inhibition	PhoP inhibition
COc1cc(NC(=O)CCN2CC(C)OC(C)C2)cc(OC)c1 (stereo not drawn)
→ 0.0%	-2%	1.8%	-31%[20 µM]	-15%	i	0.7	-10%	13%	-17%
CCCCCCCC(=O)N/N=C(\C)c1ccc(N)cc1
→ -3.0%	-3%	0.3%	-30%	-24%	.	.	-38%	-11%	-12%
CCc1ccc(/C=N/NC(=O)c2cc(C3CC3)nc3ccc(Br)cc23)s1
→ 0.2%	-6%	7.2%	-162%	8%	?	.	21%	-36%	7%
Cc1nc2cc(NC(=O)N(C)c3ccc4ccccc4c3)ccc2o1
→ 3.8%	2%	4.5%	-22%	-2%	i	1.9	1%	6%	-8%
CS(=O)(=O)c1ccccc1C(=O)Nc1nc2ccccc2[nH]1
→ -1.0%	-4%	-0.7%	-13%	-3%	i	0.5	-4%	-1%	-5%
O=C(O)c1ccc(N=Nc2c(O)ccc3ncccc23)cc1
→ 43%	18%	-5.5%	15%	-2%	i	0.7	-4%	-121%	.
CC(C)S(=O)(=O)c1cnc(N2CCOCC2)nc1N
→ -0.9%	-1%	-0.2%	18%	-3%	i	0.6	2%	17%	-3%
CCCCC(=O)Nc1ccc(C(=O)NCc2ccncc2)cc1
→ -2.2%	3%	-2.9%	26%	-4%	i	2.3	-13%	5%	9%
COn1cnnc1-c1ccccc1
→ -5.9%	-1%	-4.0%	-2%	-8%	i	1.2	15%	16%	-5%
COc1ccccc1-c1cc(C(=O)Nc2cc(C)on2)no1
→ -2.5%	1%	-2.8%	-2%	-9%	i	6.7	-42%	-48%	0%

# Next part
# The line under a structure holds: HIV fusion peptide	SIAH1 antagonists	KOR beta-arrestin-1	KOR beta-arrestin-2	LYP phosphatase	Myeloid diff 2	Myeloid diff 2 GFP+ MAC1+ %	NOD1 inhibition	NOD2 inhibition	PhoP inhibition
Cc1onc(-c2c(F)cccc2Cl)c1C(=O)NC1=NCCS1
→ -1.9%	-3%	5.6%	-38%	-10%	i	5.3	-2%	2%	-1%
O=C(CSC(=S)N1CCOCC1)Nc1ncc2c(n1)CC(c1ccco1)CC2=O (stereo not drawn)
→ -2.0%	5%	3.2%	24%	-1%	i	0.4	-3%	19%	.
CSC(=S)N/N=C/c1ccccc1
→ -1.5%	4%	-2.3%	0%	0%	i	0.5	-18%	3%	-1%
O=C(O)C1CCCCC1C(=O)NCCc1ccncc1 (stereo not drawn)
→ -1.8%	4%	0.4%	8%	-9%	i	0.5	-15%	-5%	17%
Cc1ccc(-c2nnn(CC(=O)N(c3ccccc3F)C(C(=O)NCC3CCCO3)c3c[nH]c4ccccc34)n2)cc1 (stereo not drawn)
→ 1.5%	8%	-1.0%	-5%	5%	i	2.4	12%	20%	0%
COc1cccc(N(CC(=O)NC2CCCC2)C(=O)CCC(=O)Nc2nccs2)c1
→ -1.9%	8%	1.7%	-8%	-8%	i	2.2	-47%	-14%	9%

# Screens as filed in PubChem.
